# Compound activity deposited in PubChem by several laboratories.
# LRH-1 inv ag: suppresses constitutive activity of human LRH-1. HEK293T StAR-luciferase reporter, LRH-1 transfected, 24 h. 0.13% of 360,000 active. inhibition, % at 3.6 µM. AID 602396;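 active = inhibition above the mean inhibition of all tested compounds plus 3 SD, cut at about 73% in these data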;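 also: 0% = DMSO wells and 100% = reporter-only cells lacking LRH-1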
# Exocytosis inh: blocks lytic granule exocytosis | TALL-104 LAMP-1 surface exposure, flow cytometry; cells stimulated with thapsigargin and PMA | inhibition, % at 10 µM | 0.66% of 360,000 active;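 active = inhibition above about 55%, limit read from the data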
# TLR9-MyD88 block: TLR9-MyD88 interaction inhibition; Q9NR96+Q99836; CHO BLA complementation TLR9-MyD88, CCF4 FRET ratio; inhibition, % at 4.98 µM; 0.21% of 340,000 active; AID 504734;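 active = inhibition above the mean over all tested compounds plus 3 SD, cut at about 21% in these data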;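 also: 0% = DMSO only wells and 100% = clavulanate BLA inhibitor control wells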
# COUP-TFII inh: NR2F2 (human) inhibition, primary screen. AID 686940. 0.7% of 370,000 active. inhibition, % at 8.6 µM. P24468. HEK293T NGFI-A luciferase reporter, luminescence;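 active = inhibition above a per-plate cutoff, mean inhibition of test wells between control levels plus 3 SD, cut at about 38% in these data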;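 also: cells cotransfected with COUP-TFII expression vector driving the NGFI-A reporter; 0% = median of COUP-TF2 test wells and 100% = reporter-only cells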
# Target sequence (P24468 whole entry, looked up): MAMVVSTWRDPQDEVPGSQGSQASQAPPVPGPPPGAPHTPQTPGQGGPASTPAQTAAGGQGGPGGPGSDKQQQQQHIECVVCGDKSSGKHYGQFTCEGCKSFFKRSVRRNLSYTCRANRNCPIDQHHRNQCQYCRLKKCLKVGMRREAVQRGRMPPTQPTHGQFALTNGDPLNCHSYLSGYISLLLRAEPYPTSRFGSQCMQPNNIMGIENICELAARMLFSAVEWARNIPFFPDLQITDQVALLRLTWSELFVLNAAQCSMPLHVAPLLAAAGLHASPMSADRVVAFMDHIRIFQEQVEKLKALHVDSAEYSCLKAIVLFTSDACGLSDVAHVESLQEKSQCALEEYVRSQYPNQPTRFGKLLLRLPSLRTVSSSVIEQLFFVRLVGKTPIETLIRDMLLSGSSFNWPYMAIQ
# NOD2 RIPK2 PPI: blocks binding of human NOD2 to RIPK2; O43353; CHO BLA complementation NOD2-RIPK2, CCF4 ratio; inhibition, % at 4.98 µM; 0.38% of 360,000 active; AID 624267; in the data active = inhibition above about 21%;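 also: 0% = vehicle only and 100% = reference blocker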
# Target sequence (O43353 whole entry, looked up): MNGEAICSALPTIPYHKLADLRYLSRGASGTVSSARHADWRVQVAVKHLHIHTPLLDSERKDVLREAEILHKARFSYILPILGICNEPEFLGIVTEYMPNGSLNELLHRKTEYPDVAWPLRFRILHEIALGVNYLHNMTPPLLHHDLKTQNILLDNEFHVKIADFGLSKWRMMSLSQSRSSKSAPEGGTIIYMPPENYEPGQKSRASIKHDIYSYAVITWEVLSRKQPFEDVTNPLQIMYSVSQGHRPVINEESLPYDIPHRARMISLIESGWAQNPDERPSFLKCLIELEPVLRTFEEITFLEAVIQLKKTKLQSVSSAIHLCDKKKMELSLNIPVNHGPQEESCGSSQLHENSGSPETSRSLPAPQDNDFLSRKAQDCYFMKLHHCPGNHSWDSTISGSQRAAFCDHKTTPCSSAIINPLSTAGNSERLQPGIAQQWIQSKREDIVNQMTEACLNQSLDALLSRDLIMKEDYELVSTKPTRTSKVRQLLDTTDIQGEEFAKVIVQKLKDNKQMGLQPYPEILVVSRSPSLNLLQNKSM
# TROY signal inh: TROY signaling inhibition; Q293 LMP1-TROYcd NF-kB luciferase reporter, 4 h; inhibition, % at 10 µM; 0.98% of 360,000 active;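 active = compounds whose plate-normalised and pattern-corrected inhibition of the luciferase reporter signal at the single screening dose is 50% or more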
# SRC2 inh: inhibits human steroid receptor coactivator 2 | inhibition, % at 9 µM | AID 651957 | Q15596 | 0.17% of 370,000 active | HEK293 GAL4-SRC2 luciferase reporter, luminescence;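 active = inhibition above the mean inhibition of all tested compounds plus 3 SD, set per campaign, cut at about 52% in these data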;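 also: 0% = DMSO treated cells and 100% = cells given Gossypol at 36 µM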
# NCOA3 inh: human NCOA3 inhibition | Q9Y6Q9 | HEK293 GAL4-SRC3 luciferase reporter, luminescence | 0.17% of 360,000 active | AID 588352 | inhibition, % at 3.6 µM;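 active = inhibition above a per-campaign cutoff, the mean of all compounds plus 3 SD, cut at about 60% in these data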;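 also: 0% = DMSO-treated cells and 100% = gossypol-treated cells at 36 µM; higher means less SRC3-driven luciferase light from the GAL4 reporter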
# TWEAK-Fn14 inh: blocks TWEAK-Fn14 interaction in a reporter cell assay | inhibition, % at 10 µM | AID 1159606 | TWEAK-stimulated Fn14 reporter cells, luciferase luminescence, 8 h | 2% of 360,000 active; in the data active = inhibition above about 50%
# SRC1 inh: human NCOA1 inhibition | Q15788 | HEK293 GAL4-SRC1 luciferase reporter, luminescence | inhibition, % at 3.6 µM | 0.12% of 360,000 active | AID 588354;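 active = inhibition above the campaign mean plus 3 SD, with each screening campaign given its own cutoff, cut at about 60% in these data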;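 also: 0% = DMSO treated cells and 100% = gossypol at 36 µM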
# ABHD5-PLIN5 inh: inhibitors of human ABHD5-perilipin-5 interaction; Split G. princeps luciferase complementation, luminescence, 4 h; inhibition, % at 4 µM; AID 602281; Q00G26+Q8WTS1; 0.78% of 360,000 active;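 active = inhibition above the mean inhibition across every tested compound plus 3 SD, cut at about 22% in these data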;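 also: 0% = DMSO only wells and the 100% control is not disclosed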
# Active calls of the source: *; x = not tested or not shown. Some of the compounds tested; rates above refer to the full screens.
# A first look (7 entries):
SMILES,LRH-1 inv ag,Exocytosis inh,TLR9-MyD88 block,COUP-TFII inh,NOD2 RIPK2 PPI,TROY signal inh,SRC2 inh,NCOA3 inh,TWEAK-Fn14 inh,SRC1 inh,ABHD5-PLIN5 inh
OC1COCOC1C(O)C1OCOCC1O (stereo unspecified),-18,2,-2,9,1,0,10,7,-7,-9,-7
NC(=O)C(F)(F)C12OC3C4C5CC(C6C5C3C61)C42 (stereo unspecified),1,-1,0,18,-6,-4,-12,-1,-7,4,-5
OCc1ccccc1CNCc1ccccc1,11,0,6,16,3,-13,16,-5,-2,-17,-1
CN(C)S(=O)(=O)c1ccc(Cl)c(NC(=O)CN2CCC(Cc3ccccc3)CC2)c1,1,0,-7,25,-7,12,-4,19,17,-7,5
Cc1cc(C)c(NC(=O)CSc2nnnn2-c2cccnc2)c(C)c1,-20,-4,4,5,0,-14,-4,-14,-8,5,0
CCOC(=O)Cn1c(CCC(=O)O)ccc1-c1ccc(F)cc1,-5,1,-3,21,-4,-4,-7,-15,3,-3,3
Cc1ccccc1N1CC(C(=O)Nc2nnc(SCCN3CCOCC3)s2)CC1=O (stereo unspecified),7,-1,-7,-9,-1,12,-18,1,-8,-20,2

# All compounds of this part, repeating the preview:
SMILES,LRH-1 inv ag,Exocytosis inh,TLR9-MyD88 block,COUP-TFII inh,NOD2 RIPK2 PPI,TROY signal inh,SRC2 inh,NCOA3 inh,TWEAK-Fn14 inh,SRC1 inh,ABHD5-PLIN5 inh
OC1COCOC1C(O)C1OCOCC1O (stereo unspecified),-18,2,-2,9,1,0,10,7,-7,-9,-7
NC(=O)C(F)(F)C12OC3C4C5CC(C6C5C3C61)C42 (stereo unspecified),1,-1,0,18,-6,-4,-12,-1,-7,4,-5
OCc1ccccc1CNCc1ccccc1,11,0,6,16,3,-13,16,-5,-2,-17,-1
CN(C)S(=O)(=O)c1ccc(Cl)c(NC(=O)CN2CCC(Cc3ccccc3)CC2)c1,1,0,-7,25,-7,12,-4,19,17,-7,5
Cc1cc(C)c(NC(=O)CSc2nnnn2-c2cccnc2)c(C)c1,-20,-4,4,5,0,-14,-4,-14,-8,5,0
CCOC(=O)Cn1c(CCC(=O)O)ccc1-c1ccc(F)cc1,-5,1,-3,21,-4,-4,-7,-15,3,-3,3
Cc1ccccc1N1CC(C(=O)Nc2nnc(SCCN3CCOCC3)s2)CC1=O (stereo unspecified),7,-1,-7,-9,-1,12,-18,1,-8,-20,2
Fc1ccccc1NC(=S)N(CCN1CCCCCC1)Cc1cccs1,-7,-3,-8,13,3,6,-7,11,37,6,2
CCNc1nc(Oc2ccc(C#N)cc2)cc(C(F)(F)F)n1,10,-1,-5,-9,6,0,-20,-1,-3,-10,-3
CC1CCc2nc(N)c(C#N)c(-c3cccnc3)c2C1 (stereo unspecified),41,6,5,52*,-14,54*,39,63*,83*,72*,1
COCc1cc(C)nc2sc(C(=O)Nc3ccccc3OC)c(N)c12,7,-5,1,9,5,-2,-2,-2,-21,-11,3
CCc1ccc(CN(C(=O)COc2c(C)cccc2C)C2CCS(=O)(=O)C2)cc1 (stereo unspecified),-26,0,10,2,-2,6,-2,-5,-3,-10,-8

# Among those listed so far, 2 have an aryl thioether with sulfur outside any ring.
SMILES,LRH-1 inv ag,Exocytosis inh,TLR9-MyD88 block,COUP-TFII inh,NOD2 RIPK2 PPI,TROY signal inh,SRC2 inh,NCOA3 inh,TWEAK-Fn14 inh,SRC1 inh,ABHD5-PLIN5 inh
Cc1cc(C)c(NC(=O)CSc2nnnn2-c2cccnc2)c(C)c1,-20,-4,4,5,0,-14,-4,-14,-8,5,0
Cc1ccccc1N1CC(C(=O)Nc2nnc(SCCN3CCOCC3)s2)CC1=O (stereo unspecified),7,-1,-7,-9,-1,12,-18,1,-8,-20,2

# Other records:
SMILES,LRH-1 inv ag,Exocytosis inh,TLR9-MyD88 block,COUP-TFII inh,NOD2 RIPK2 PPI,TROY signal inh,SRC2 inh,NCOA3 inh,TWEAK-Fn14 inh,SRC1 inh,ABHD5-PLIN5 inh
CC1(C)CC(=O)C(C=NCCN2CCN(C(=O)CCl)CC2)=C(O)C1,23,-3,3,4,-6,4,6,8,-2,-18,-2
O=C(/C=C/c1ccc2c(c1)OCO2)N1CCN(c2n[nH]c(=O)[nH]c2=O)CC1,-5,0,3,9,0,2,-8,7,-8,-2,-4
C#CCN(C[C@@H]1[C@@H](OC(=O)NCc2ccco2)[C@@H](OC(=O)NCc2ccco2)Cn2c(=O)ccc(=O)n21)S(=O)(=O)c1ccc(C)cc1,17,5,10,32,-4,18,-10,2,38,-1,27*
Cc1cc(NC(=O)CN2CCN(C)CC2)no1,-8,-5,1,11,-1,-1,-11,7,-2,9,-1
C[C@H](CO)N1C[C@H](C)[C@@H](CN(C)Cc2ccc(C(=O)O)cc2)OCc2cnnn2CCCC1=O,5,-2,-6,10,-4,-3,-24,5,8,-24,8
O=C(O)c1ccc(N2C(=O)c3[nH]nc(-c4ccccc4)c3C2c2ccccc2)cc1 (stereo unspecified),2,1,-1,9,-5,-14,-12,5,6,9,-3
O=C(/C=C/c1ccccc1)Nc1ccc(N2CCCCC2)cc1,-106,-1,5,-50,8,-37,-25,-56,-38,-106,-7
O=C(CCNC(=O)c1ccccc1)Nc1ccc(S(=O)(=O)Nc2ncccn2)cc1,0,-2,-23,4,3,1,19,-18,10,-5,2
COc1ccc(Oc2nc(C(F)(F)F)nc3ccccc23)cc1,13,-2,-9,-1,2,6,15,11,8,11,0
CCCCNC(=O)CNC(=O)c1nn(-c2ccc(OC)cc2OC)c(=O)c2ccccc12,6,2,10,6,-2,-2,-20,16,-12,-7,3
N/C(=N\OC(=O)c1ccco1)c1ccccn1,-116,15,-2,-26,-11,-19,-60,-31,13,-74,-3
CC1CCCCC12NC(=O)N(CC(=O)NCc1cccs1)C2=O (stereo unspecified),-22,-22,0,18,-3,3,-16,12,-3,18,-2
CC(NC(=O)CCl)c1ccc(Cl)c(Cl)c1 (stereo unspecified),70,-1,-7,-5,-8,15,0,6,27,2,1
CCc1nc(N2CCN(C(=O)c3ccco3)CC2)c2c3c(sc2n1)CCCC3,10,-2,-9,11,3,11,18,3,-14,-2,4
Cn1c(=O)cc(N2CCOCC2)[nH]c1=O,-1,-4,3,11,7,-10,2,8,-11,-5,12
Cc1cnc(C(=O)N2CCN(S(=O)(=O)c3cccc(Br)c3)CC2)cn1,3,-12,-8,5,-3,-1,10,-6,-4,-1,-14
CCOc1ccc(NC(=O)c2c3c(nc4ccccc24)CCC3)cc1,-5,-3,-15,-10,-4,-5,-8,-2,0,2,-2
CCCN1C(=O)C(Cc2nc3ccccc3c(=O)n2-c2ccccc2)c2cc(C)ccc21 (stereo unspecified),-2,0,13,17,-3,3,-12,25,-6,5,6
COC(=O)Cn1c(CN2CCOCC2)nc2c1c(=O)[nH]c(=O)n2C,8,5,15,8,15,-3,-18,0,-21,-8,7
CCOC(=O)CN1C(=O)C(O)(CC(=O)c2ccc3c(c2)CCCC3)c2ccccc21 (stereo unspecified),8,-3,-3,5,6,-14,-10,7,4,-19,-1
CCCCCOC(=O)CSc1nnc(-c2ccccc2)c(=O)[nH]1,-3,-2,4,-14,-11,3,-16,20,-10,1,-4
CC(=O)N[C@@H](Cc1c[nH]c2ccccc12)C(=O)OCc1cc(C(F)(F)F)cc(C(F)(F)F)c1,-8,-11,-8,-8,-8,5,-24,9,-12,7,-8
Cn1ncc2c(Nc3ccccc3Cl)nc(Nc3ccccc3Cl)nc21,1,3,-2,-1,1,-11,10,-5,29,11,-11
O=C(N/N=C\C1CC=CCC1)c1ccc(Br)o1 (stereo unspecified),-134,0,-5,-49,-1,-15,-89,-59,-3,-68,0
O=C(Nc1ccccc1O)c1ccc2c(c1)C(=O)N(Cc1ccco1)C2=O,3,-4,14,6,5,12,17,-2,-4,-3,1
COCCSc1ccccc1C(=O)N1CCC(Cc2ccccc2)CC1,13,3,0,15,-1,-15,-16,1,-46,9,-2
N#CC1CCN(C(=O)c2ccc3c(Cl)c4c(nc3c2)CCCC4)CC1,-25,-7,-30,16,12,-17,-1,-11,1,-10,11
O=c1[nH]c2ccccc2nc1NCCN1CCOCC1,-15,-2,0,0,2,-7,-42,11,-5,-8,5
O=C(CSc1nnnn1C1CCCCC1)N1c2ccccc2Sc2ccccc21,9,0,1,-14,6,10,-3,2,19,-16,-4
O=C(CCC(=O)Nc1nnc(C2CCCCC2)s1)Nc1ccccc1,-17,3,-4,-16,7,-25,5,1,-25,10,-3
CN1CCN(C(=O)c2ccc(CNS(=O)(=O)c3cccc(Cl)c3)cc2)CC1,-7,3,4,11,7,6,21,16,-7,11,9
NS(=O)(=O)c1ccc(NC(=O)C2Cc3ccccc3C(=O)O2)cc1 (stereo unspecified),9,4,2,2,-10,8,1,14,-3,1,5
O=C(c1oc2ccccc2c1N1CCCCC1)N1CCCCC1,2,3,7,7,2,-5,-15,-12,3,9,-5
O=C(O)C(c1ccccc1)N1C(=O)/C(=C\c2ccc(-c3ccc(Br)cc3)o2)SC1=S (stereo unspecified),4,1,3,-3,6,10,-2,12,29,-4,6
COc1ccc(CNC(=O)C(C)OC(=O)c2cccc(N(C)C)c2)cc1 (stereo unspecified),3,-5,-10,-4,-3,-22,-1,23,-19,-11,3
CCn1c(=O)c(CCC(=O)N2CCOCC2)c(C)c2c(C)nn(-c3ccccc3)c21,0,14,5,x,-1,-2,x,-12,-21,6,-4
Cc1cc(Br)cn2c(Cc3ccsc3)c(-c3cccc(Br)c3)nc12,3,-8,x,-14,0,22,-20,x,29,x,-8
C=C(C)C(=O)OCC(=O)NCc1ccccc1,4,-2,-5,-10,-11,-3,-11,4,-1,-5,8
COc1ccccc1CNC(=O)CN(C)S(=O)(=O)c1ccc2c(c1)n(C)c(=O)c(=O)n2C,0,-1,1,4,1,-3,-5,1,-11,4,4
Cc1cccc(NC(=O)CS(=O)(=O)c2c[nH]c3ccccc23)c1C,4,-1,1,0,2,-2,17,-14,14,7,0
CC1CN(CCCCOc2ccc(C(C)C)cc2)CC(C)O1 (stereo unspecified),-3,-1,3,-4,3,4,18,6,-8,7,-4
COc1ccccc1NC(=O)N1CCN(Cc2ccc3c(c2)OCO3)CC1,10,-3,7,x,1,-2,x,16,-15,-11,-2
